Screens deposited in PubChem by several laboratories.
Rv3671c protease – inhibitors of M. tuberculosis serine protease Rv3671c | hit rate 0.048% among 320,000 | P9WHR9 | inhibition, % at 5.96 µM; in the data active = inhibition above about 38%;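 also: extracellular domain of Rv3671c used as enzyme; 0% = enzyme with DMSO and 100% = no enzyme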
Target sequence (P9WHR9 whole entry, looked up, the tested form may be a part): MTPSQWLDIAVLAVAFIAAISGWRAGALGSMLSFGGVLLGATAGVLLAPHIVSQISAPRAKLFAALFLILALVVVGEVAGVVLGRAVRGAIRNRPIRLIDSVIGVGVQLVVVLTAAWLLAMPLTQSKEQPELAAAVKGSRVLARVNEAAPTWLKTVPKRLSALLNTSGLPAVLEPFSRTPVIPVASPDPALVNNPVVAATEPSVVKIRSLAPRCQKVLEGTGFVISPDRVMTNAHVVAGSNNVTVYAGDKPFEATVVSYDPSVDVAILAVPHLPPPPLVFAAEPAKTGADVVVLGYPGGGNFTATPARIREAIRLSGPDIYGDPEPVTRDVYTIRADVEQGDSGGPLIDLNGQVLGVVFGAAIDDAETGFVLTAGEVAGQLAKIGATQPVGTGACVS
VHR inh abs – inhibitors of human VHR1 phosphatase (DUSP3); recombinant VHR phosphatase, pNPP absorbance; hit rate 0.52% among 290,000; inhibition, % at 13.3 µM; P51452; in the data active = inhibition above about 50%; also: some compounds called inactive have numbers as strong as hits
FBA Mtb inh – inhibits M. tuberculosis FBA enzyme; AID 588726; purified M. tuberculosis FBA, fluorescence read-out; inhibition, % at 1 µM; hit rate 2.3% among 360,000; P9WQA3; in the data active = inhibition above about 27%;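 also: 0% = vehicle and 100% = reference inhibitor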
BoNT-F LC inh – inhibitors of Botulinum neurotoxin F light chain protease. Multiplex microsphere protease cleavage assay, flow cytometry. hit rate 0.22% among 360,000. inhibition, % at 10 µM; in the data active = inhibition above about 35%, passing the limit was not always enough; inconclusive = no clear call, values can overlap the other calls; also: plate controls were buffer without enzyme for full effect and enzyme alone for no effect
CCHF vOTU inh – blocks the CCHF virus ovarian tumor domain protease | CCHFV vOTU protease, Pep-AMC fluorescence | hit rate 0.55% among 370,000 | inhibition, % at 11.5 µM | AID 651958; also: 0% = vehicle wells with enzyme and 100% = no enzyme wells
GDH-TPI inh – inhibits GDH-TPI coupling enzymes, artifact for Mtb FBA screen. inhibition, % at 4.8 µM. AID 588335. hit rate 1.2% among 360,000. GDH-TPI coupled enzyme counterscreen, NADH absorbance;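 also: 0% = DMSO wells and 100% = wells lacking the enzyme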
FadD28 FP inh – inhibitors of Mycobacterium tuberculosis FadD28 bisubstrate binding; inhibition, % at 12.5 µM; hit rate 0.22% among 360,000; AID 588549; FadD28 bisubstrate probe binding, fluorescence polarization; in the data active = inhibition above about 8.5%, passing the limit was not always enough; inconclusive = no clear call, values can overlap the other calls
Mtb BioA inh – blocks M. tuberculosis BioA enzyme activity; purified M. tuberculosis BioA enzyme, plate reader; inhibition, % at 9.99 µM; hit rate 0.096% among 360,000; AID 602481; in the data active = inhibition above about 40%; inconclusive = no clear call, values can overlap the other calls
MazF activator – MazEF (E. coli) toxin RNase activation | activation, % at 20 µM | FAM/BHQ RNA-DNA oligo cleavage fluorescence, 5 h | hit rate 0.32% among 350,000 | P0AE70 | AID 504720; in the data active = activation above about 50%
Target sequence (P0AE70 whole entry, looked up): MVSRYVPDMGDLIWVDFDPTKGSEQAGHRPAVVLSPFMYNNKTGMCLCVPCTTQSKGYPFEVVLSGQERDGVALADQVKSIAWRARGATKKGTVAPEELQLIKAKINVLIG
Mtb UGM inh – Mtb UDP-galactopyranose mutase inhibition; P9WIQ1; purified UGM, fluorescence polarization probe displacement; inhibition, % at 10 µM; hit rate 0.06% among 320,000; AID 504406; in the data active = inhibition above about 10%, passing the limit was not always enough; inconclusive = no clear call, values can overlap the other calls
Target sequence (P9WIQ1 whole entry, looked up): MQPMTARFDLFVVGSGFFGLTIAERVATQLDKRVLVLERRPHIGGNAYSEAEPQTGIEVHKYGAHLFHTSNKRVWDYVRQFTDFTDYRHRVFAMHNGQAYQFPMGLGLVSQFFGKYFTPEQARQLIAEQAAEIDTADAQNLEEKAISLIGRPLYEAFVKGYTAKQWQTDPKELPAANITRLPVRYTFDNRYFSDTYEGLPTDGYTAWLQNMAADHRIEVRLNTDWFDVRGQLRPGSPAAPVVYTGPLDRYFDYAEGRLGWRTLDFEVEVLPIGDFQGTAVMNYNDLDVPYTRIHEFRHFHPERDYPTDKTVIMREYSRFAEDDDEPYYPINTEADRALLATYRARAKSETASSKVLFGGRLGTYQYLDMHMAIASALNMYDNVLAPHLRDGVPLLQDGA
* hit, by the source's call; u = inconclusive; x = not tested or not shown. Rule as the data show it, unless noted: active = inhibition above about 30%; inactive = the rest.

SMILES	Rv3671c protease	VHR inh abs	FBA Mtb inh	BoNT-F LC inh	CCHF vOTU inh	GDH-TPI inh	FadD28 FP inh	Mtb BioA inh	MazF activator	Mtb UGM inh
Cn1cc(CN2CCN(Cc3ccccc3)C(CCO)C2)c(-c2ccccc2)n1 (stereo not drawn)	6.2	29.7	-6.6	-3.3	5.3	19.0	-0.8	-0.9	4.1	-2.8
O=C(/C=C/c1cccc([N+](=O)[O-])c1)Nc1cccc(NC(=O)c2cccs2)c1	-179.8	-6.9	1.8	-0.1	-2.5	4.0	-1.4	-0.5	2.8	1.6
COc1cc2c(C#CCCO)c(-c3ccc(C#N)cc3)oc(=O)c2cc1OC	-12.9	x	14.8	-2.1	-14.0	12.1	0.2	-2.5	4.1	1.1
NC(=O)CNC(=O)[C@@H]1CC2(CC(c3cccc([N+](=O)[O-])c3)=NO2)CN1C(=O)c1ccccc1 (stereo partly drawn)	-1.4	10.6	1.0	-2.8	-5.9	6.0	0.0	0.5	1.5	5.5
COc1ccc2[nH]c3c(c2c1)CCN1C(=O)N([C@@H](C)C(=O)NCC2CCCO2)C(=O)[C@]31C (stereo partly drawn)	-4.9	12.7	3.2	-10.8	-2.0	4.9	-2.1	-0.7	-0.2	-0.3
N=C1SC(c2ccccc2)C(=O)N1c1ncc(Cc2ccccc2)s1 (stereo not drawn)	-4.0	8.2	1.3	-3.3	7.1	19.4	-0.5	-3.1	-4.4	3.2
COc1ccc(CC(=O)NNC(=O)COc2ccc(C)cc2)cc1S(=O)(=O)N1CCOCC1	11.1	x	5.8	-4.3	-8.0	1.4	-0.2	0.8	4.4	-0.4
Cc1c(C(=O)NCc2ccc3c(c2)OCCO3)sc(=O)n1Cc1ccc(S(=O)(=O)N(C)C)cc1	x	x	2.4	-3.6	-5.5	-3.4	-3.3	0.6	x	x
COc1cc(C(=O)NC(=S)Nc2nccs2)cc(OC)c1OC	-4.0	-28.7	-4.4	-2.1	9.0	16.3	-1.2	x	4.2	-0.6
CC(=O)Nc1ccc(CC(=O)N2CCN(Cc3ccccc3)CC2)cc1	1.4	35.8	-2.5	17.1	6.8	-4.2	-0.6	6.1	-10.0	-0.2
CCN(c1ccccc1)S(=O)(=O)c1ccc2ccccc2c1	4.3	x	-1.1	-8.9	-8.2	-4.6	0.2	0.0	-0.2	2.4
CCc1nc2c(OCc3ccccc3C)cccn2c1N(C)C(=O)C1CC1	x	x	4.7	-1.1	6.0	3.6	-1.3	1.6	x	x
Cc1cccc(C(C)C)c1NC(=O)CN1C(=O)NC2(CCc3ccccc32)C1=O (stereo not drawn)	-1.1	x	5.1	x	-7.3	-1.1	-0.1	-0.1	-6.5	4.4
NC(=O)c1ccccc1NC(=O)/C=C/c1ccc(Cl)cc1	-7.7	-7.9	1.7	8.4	-6.9	-6.1	-3.8	-1.1	8.5	-0.8
COc1cc2c(cc1OC)C(c1ccccc1)N(C(=O)CCl)CC2 (stereo not drawn)	3.3	13.2	-16.3	u	4.2	-14.8	-2.4	-0.4	-2.1	-3.8
COc1cc2c(-c3ccccc3)c(C)oc2cc1/C=N/NC(N)=S	0.8	x	4.2	u	-3.9	6.9	-4.5	-1.9	27.7	-1.4
COc1ccc(N=C2SCCCN2C)cc1	-0.2	40.3	-3.8	2.3	16.0	-0.3	-3.0	0.7	-7.3	-0.4
Cc1ccc(-c2cc(C(=O)OCC(=O)N(C)C3CCS(=O)(=O)C3)c3ccccc3n2)c(C)c1 (stereo not drawn)	4.1	19.0	0.9	-6.0	-1.6	11.1	-13.8	x	1.2	-0.7
O=C(Nc1ccc(S(=O)(=O)Nc2ncccn2)cc1)c1ccc(Cl)c([N+](=O)[O-])c1	x	-0.7	1.5	8.2	-6.7	4.5	-2.4	-1.2	2.5	0.7
CCC1(c2ccc(OC)cc2)NC(=O)N(CC(=O)NC2CCCCC2C)C1=O (stereo not drawn)	6.3	x	-0.3	4.8	-8.9	3.9	-1.4	4.6	2.3	0.0
CCOC(=O)c1sc(=S)n(-c2ccc(Cl)cc2)c1SC	7.0	32.7	-2.2	-1.1	2.4	19.4	0.3	-1.5	-13.4	-2.2
O=C1C2C(C(=O)N1/N=C/c1cc(Br)cc([N+](=O)[O-])c1O)C1C=CC2C12CC2 (stereo not drawn)	6.9	7.2	-16.8	-3.4	15.2	-1.2	5.9	x	-2.0	-1.2
COc1cccc(N2CCN(S(=O)(=O)c3ccc(CN4C(=O)c5cccnc5C4=O)cc3)CC2)c1	9.9	5.5	0.7	2.3	10.1	-8.7	-3.9	-0.8	11.6	0.3
Cc1ccc(NC2=NCC(=O)N2C2CCCC2)c(C)c1	4.9	-4.4	-5.0	-5.4	4.8	4.8	-4.3	0.0	-2.4	0.2
COc1ccccc1OCC(=O)N1CCCCCCC1	2.0	3.6	2.7	u	-2.4	-1.4	-0.4	0.5	1.2	0.1
COc1ccccc1C(=O)N=C1NC(=O)CC2C(=O)NCCN12 (stereo not drawn)	-4.3	20.4	2.8	-0.7	17.6	0.3	0.1	-2.5	0.6	-1.0
Cc1ccsc1/C=N/NC(=S)NCCc1ccccc1	-20.8	-6.4	-1.9	-1.6	4.3	13.4	-3.1	-0.8	-2.8	4.5
Clc1ccc(C(c2nnnn2CCc2ccccc2)N2CCSCC2)cc1 (stereo not drawn)	-12.6	13.5	2.5	-1.2	-3.1	-2.4	-4.8	-1.1	2.6	0.7
CC(=O)N(C(C)=O)c1ncn(C)c1S(=O)(=O)Nc1ccccc1	x	x	1.6	-1.2	0.2	3.5	-3.0	-0.4	9.8	x
CNS(=O)(=O)c1cccc(C(=O)NCC2CCCCC2)c1	5.0	16.5	5.1	-16.1	4.9	3.2	-0.9	0.0	-2.4	-4.0
CCOc1cc(/C=C2/NC(=O)N(CC(=O)OC)C2=O)ccc1O	0.4	-0.1	-1.1	-5.3	13.4	25.6	-4.3	0.0	2.4	-0.2
Oc1ccc(N=Nc2cccc(C(F)(F)F)c2)cc1C=Nc1ccc(N2CCOCC2)cc1	-3.9	7.6	-0.8	-18.2	-0.5	9.3	2.2	x	1.2	1.6
COc1ccc2c(c1)CCc1cnc(N)nc1-2	-3.0	8.4	106.3*	-6.8	-74.4	30.5	-0.2	-0.9	6.6	-4.5
CC1CCN(C(=O)CN(c2ccc3c(c2)OCO3)S(C)(=O)=O)CC1	-3.3	7.1	1.6	-9.1	-5.1	3.3	-2.1	-0.2	9.8	3.6
O=C(Nc1nc2ccccc2s1)c1ccc2c(c1)OCO2	-9.2	4.7	0.6	-10.4	0.0	8.6	-1.8	x	-0.7	0.7
COc1ccccc1/C=C1\SC(=S)N(CCC(=O)Nc2ccc(C(=O)O)c(O)c2)C1=O	-46.6	26.8	-7.6	8.6	34.5*	5.9	-5.6	x	-7.7	0.8
Clc1ccc(-c2nnc3n2CCCC3)cc1Cl	-10.2	14.7	-0.9	-4.3	13.6	0.3	0.1	19.6	-3.0	0.9
O=C(c1cccc(Cl)c1)N1CCC(=O)N(C(CO)Cc2ccccc2)CC1 (stereo not drawn)	12.6	x	-1.9	-3.6	-1.7	0.0	-1.5	-0.9	9.7	0.2
COc1ccc(-n2c(SCC(=O)Nc3nccs3)nc3c(c2=O)SCC3)cc1	-5.6	-1.5	-1.1	-8.2	-4.0	15.0	-2.9	-1.0	5.8	0.6
COc1ccccc1N1CCN(C(=S)Nc2cccc(C)c2)CC1	2.3	34.9	-1.9	-2.2	-4.4	2.9	-1.0	2.8	1.2	-2.9

Part of the list above, with values under each structure:
Order of values: Rv3671c protease	VHR inh abs	FBA Mtb inh	BoNT-F LC inh	CCHF vOTU inh	GDH-TPI inh	FadD28 FP inh	Mtb BioA inh	MazF activator	Mtb UGM inh
> CCc1nc2c(OCc3ccccc3C)cccn2c1N(C)C(=O)C1CC1
  x	x	4.7	-1.1	6.0	3.6	-1.3	1.6	x	x
> Cc1cccc(C(C)C)c1NC(=O)CN1C(=O)NC2(CCc3ccccc32)C1=O (stereo not drawn)
  -1.1	x	5.1	x	-7.3	-1.1	-0.1	-0.1	-6.5	4.4
> NC(=O)c1ccccc1NC(=O)/C=C/c1ccc(Cl)cc1
  -7.7	-7.9	1.7	8.4	-6.9	-6.1	-3.8	-1.1	8.5	-0.8
> COc1cc2c(cc1OC)C(c1ccccc1)N(C(=O)CCl)CC2 (stereo not drawn)
  3.3	13.2	-16.3	u	4.2	-14.8	-2.4	-0.4	-2.1	-3.8
> COc1cc2c(-c3ccccc3)c(C)oc2cc1/C=N/NC(N)=S
  0.8	x	4.2	u	-3.9	6.9	-4.5	-1.9	27.7	-1.4

Following part.
SMILES	Rv3671c protease	VHR inh abs	FBA Mtb inh	BoNT-F LC inh	CCHF vOTU inh	GDH-TPI inh	FadD28 FP inh	Mtb BioA inh	MazF activator	Mtb UGM inh
CCOC(=O)C1=C(COC(=O)Cc2c(F)cccc2Cl)NC(=O)NC1C (stereo not drawn)	1.1	x	4.0	-10.9	-3.0	-0.5	-1.7	-1.9	-4.7	-0.9
COc1ccc(N2C(=O)CCC(C(=O)N(C)C3CCCCC3)C2c2ccc(OC)c(OC)c2)cc1 (stereo not drawn)	-2.0	-2.0	x	x	-6.8	x	x	x	1.9	-1.2
Cc1occc1C(=O)NC1CCCCCCC1	-7.2	4.4	-0.5	-5.2	-7.9	1.1	-1.2	-0.9	-6.3	1.5
CC1CCCCC1NC(=O)CN(C)S(=O)(=O)c1cccc2cccnc12 (stereo not drawn)	-2.6	2.5	3.2	-1.5	16.8	2.4	0.0	-1.2	4.9	-0.8
COc1ccc(-c2ccnc(-c3ccncc3)n2)cc1	0.6	28.5	-2.0	u	-1.0	-4.8	-4.9	1.6	7.8	1.3
COc1ccc(OC)c(NC(=O)Nc2ccc(O)c3ccccc23)c1	-96.3	x	5.0	2.7	72.7*	3.1	0.2	-0.1	-4.7	1.3
Cc1ccc(C(=O)NC(=S)N2CCN(C)CC2)cc1Br	x	24.9	0.5	-6.5	4.1	-0.3	-3.5	-1.2	6.0	x
COc1cc(CNc2ccc(S(N)(=O)=O)cc2)ccc1OCC(=O)NC1CCCCC1	5.2	5.1	-0.9	-4.5	-12.3	-0.6	-1.3	-6.5	11.4	-0.2
CCOC(=O)C(=O)NNc1ccc(F)cc1	2.5	20.5	3.2	-1.6	-5.7	16.2	-0.7	-0.9	-3.6	0.8
CCOc1ccc(S(=O)(=O)N2CCN(c3ncccn3)CC2)cc1	2.5	30.3	0.2	1.0	0.8	7.5	-0.7	10.1	-0.4	-0.5
O=c1[nH]nc(SC2CCCCC2)c(=O)[nH]1	x	x	3.5	-5.0	-2.5	4.3	-1.7	x	-1.1	x
O=S(=O)(c1cccc(C(F)(F)F)c1)N1CCC(c2cc(-c3cccc4ccccc34)n[nH]2)CC1	-10.2	28.7	3.0	-6.9	3.2	3.1	-1.0	0.4	-3.2	-0.5
C#CCOc1ccc(CNC[C@H]2O[C@@H](n3ccc(N)nc3=O)[C@H](O)[C@@H]2O)cc1	x	x	1.1	-5.8	-5.2	0.0	-1.2	0.3	3.6	x
Nc1ccc(S(=O)C(F)(F)F)cc1 (stereo not drawn)	-12.9	-2.6	-8.4	-1.5	-1.5	-1.0	-1.8	x	7.0	-0.1
COC(=O)c1ccc(CNC(=O)COC(=O)c2cc(Cl)nc(Cl)c2)cc1	-0.3	22.3	-4.7	0.3	6.9	1.9	0.1	-0.5	0.0	-1.0
CC(C)Cc1ccc(S(=O)(=O)Nc2ccc3[nH]c(=O)[nH]c3c2)cc1	-1.1	x	-0.7	13.2	12.4	-3.3	-1.8	-1.2	3.5	-0.9
CCc1ccc(NCc2nc(-c3ccccc3)no2)cc1	-4.0	-17.2	-4.3	3.0	1.1	5.6	-0.7	-0.9	-0.9	1.2
O=c1ccccn1CCOc1ccccc1Cl	1.6	-9.9	0.4	-1.7	-2.4	4.7	0.6	-1.3	-5.0	0.6
Cc1cc(NS(=O)(=O)c2ccc(NC(=O)N[C@H](C(=O)O)C(C)C)cc2)no1	-1.6	-32.1	1.0	-5.6	-9.1	10.9	-0.6	x	1.8	-0.1
O=C(NCCCN1CCOCC1)c1cccs1	-5.4	-7.5	-2.7	5.4	-11.5	4.7	-4.6	-1.2	1.9	1.3
